# 12-LOX inh = inhibitors of human 12S-lipoxygenase ALOX12. Potency, µM (series often up to 108 µM), for inactives: top-dose activity change, negative = inhibition, actives largely listed as inhibitors. 580,000 tested, 1.1% active. P18054. purified 12hLO, xylenol orange hydroperoxide absorbance. AID 1671190; also: potency is read from the fitted curve at half-maximal effect; % is scaled to controls: 0 for no effect and ±100 for the full control effect
#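 Purified human 12hLO (150 nM final) in 25 mM Hepes, 0.01% Triton X-100, pH 7.0 was preincubated 15 min at room temperature with compound. Then 40 uM arachidonic acid was added, 30 min. Hydroperoxide was read by Fe-XO absorbance ratio 573/405 nm.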
# BLM helicase inh = blocks DNA unwinding by human BLM helicase | P54132 | recombinant BLM DNA unwinding, fluorescence dequenching | Potency, µM (top dose mostly 56.1 µM), for the others: at the highest dose activity change, negative = inhibition, actives largely listed as inhibitors | 350,000 tested, 0.2% active;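 also: potency is read from the fitted curve at half-maximal effect; plate controls were vehicle for no effect and no enzyme for full effect; nearly all actives have a fitted effect of over 35% in size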
# APE1 inh = APE1 (human) endonuclease inhibition; recombinant APE1, TAMRA/BHQ-2 abasic DNA cleavage fluorescence; Potency, µM (titrated, usually from 65.8 µM), for the others: at the top dose activity change, negative = inhibition, most hits filed as inhibitors; 350,000 tested, 0.35% active; AID 2517;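 also: potency is read from the fitted curve at half-maximal effect; plate controls were vehicle for no effect and reference inhibitor for full effect; nearly all actives have a fitted effect of over 55% in size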
#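 Kinetic fluorescence read (525 ex/598 em nm, three reads 60 s apart) of AP-site incision; signal = third minus first read. Enzyme 0.75 nM, dual-labelled THF duplex 50 nM, compound preincubation 15 min RT.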
# Pol kappa inh = inhibitors of human DNA polymerase kappa. Q9UBT6. purified Pol kappa, fluorescent DNA synthesis assay, 10 min. Potency, µM (highest dose often 107 µM), for the others: top-dose activity, negative = inhibition, usual class: inhibitors. 400,000 tested, 0.53% active; also: potency is read from the fitted curve at half-maximal effect; % is scaled to controls: 0 for no effect and ±100 for the full control effect
#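 Inhibition of 10 nM Pol kappa is measured by a fluorescent read-out at 0 and 10 min following addition of 50 nM substrate (final), with a 15-min room-temperature compound preincubation.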
# ERG Ets-DNA blk = inhibitors of human ERG Ets domain-DNA interaction | P11308 | fluorescence polarization, His-ERG Ets domain / labelled DNA | Potency, µM (highest dose often 76.9 µM), for the others: at the top dose FP activity, negative = inhibition, actives largely listed as inhibitors | 370,000 tested, 0.028% active | AID 624246; active = well fitted inhibition curve with a large enough effect in the polarisation, with a control signal flat; inconclusive = small, poorly fitted or top-dose-only effect, or effect the other way, or a change in a side signal; inactive = no such curve, though single readings can be large or run the other way; the % refers to the polarisation;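 also: polarization taken with two DNA probes labelled with fluorescein and Texas red; potency is read from the fitted curve at half-maximal effect; % of control where 0% means no effect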
# Target sequence (P11308 whole entry, looked up, the tested form may be a part): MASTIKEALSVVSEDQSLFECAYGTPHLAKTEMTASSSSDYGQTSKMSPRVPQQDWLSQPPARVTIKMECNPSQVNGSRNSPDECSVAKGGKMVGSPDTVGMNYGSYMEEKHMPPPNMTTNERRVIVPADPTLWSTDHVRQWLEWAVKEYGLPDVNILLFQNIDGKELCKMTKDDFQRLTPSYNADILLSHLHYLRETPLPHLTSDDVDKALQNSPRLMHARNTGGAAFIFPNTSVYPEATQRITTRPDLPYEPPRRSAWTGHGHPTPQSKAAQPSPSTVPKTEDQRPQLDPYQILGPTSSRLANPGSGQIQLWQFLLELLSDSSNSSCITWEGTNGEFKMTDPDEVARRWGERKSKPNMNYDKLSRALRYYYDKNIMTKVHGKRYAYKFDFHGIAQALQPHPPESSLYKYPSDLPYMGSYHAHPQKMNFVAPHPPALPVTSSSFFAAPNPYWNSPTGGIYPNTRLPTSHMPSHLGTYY
#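 His-tagged ERG Ets domain (1 uM in the protein solution; 300mM KCl, 50mM Tris-HCl, 1mM EDTA, 1mM DTT, pH 7.5) received compound, then a probe mix of 5 nM fluorescein-DNA and 100nM Texas-615-DNA. Fluorescence polarization was read for both dyes.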
# POLI inh = inhibitors of human DNA polymerase iota; Q9UNA4; Pol iota fluorescent replication assay, 10 min; Potency, µM (titrated, usually from 115 µM), for the others: at the top dose activity, negative = inhibition, actives largely listed as inhibitors; 390,000 tested, 1% active; AID 588590; also: potency is read from the fitted curve at half-maximal effect
#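 Pol iota at 10 nM preincubated 15 min with compounds at room temperature; reaction started with fluorescent substrate, 50 nM final. Fluorescence read kinetically at 0 and 10 min; buffer-only wells as negative control.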
# Anesthetic bind = candidate novel general anesthetic via apoferritin binding; 350,000 tested, 0.074% active; P02791; Potency, µM (top dose mostly 77.5 µM), without a hit: at the highest dose activity change, negative = displacement, usual class: inhibitors; apoferritin/1-aminoanthracene competitive binding, fluorescence; also: potency is read from the fitted curve at half-maximal effect; % is scaled to controls: 0 for no effect and ±100 for the full control effect; nearly all actives have a fitted effect of over 20% in size
# Target sequence (P02791 2-175 limits assumed): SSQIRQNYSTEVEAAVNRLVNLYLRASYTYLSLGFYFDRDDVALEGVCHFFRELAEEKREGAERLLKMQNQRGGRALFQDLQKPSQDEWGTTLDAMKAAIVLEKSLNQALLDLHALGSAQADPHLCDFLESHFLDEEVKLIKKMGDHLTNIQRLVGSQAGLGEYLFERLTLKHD
#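 In PBS, apoferritin at 10 uM is loaded with 1-AMA from a 50% saturated solution. After 10 min of compound exposure at ambient temperature, reduced 535 nm fluorescence indicates probe displacement.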
# Pol beta inh = blocks human DNA polymerase beta activity; P06746; Pol beta primer extension/strand displacement, fluorescence kinetic; Potency, µM (doses to about 114 µM), inactives show at the highest dose activity change, negative = inhibition, most hits filed as inhibitors; 340,000 tested, 1.3% active; also: potency is read from the fitted curve at half-maximal effect; % is scaled to controls: 0 for no effect and ±100 for the full control effect
#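 Kinetic readout of DNA synthesis with strand displacement by Pol beta. Compound and 10 nM enzyme sit 15 min at room temperature; 50 nM substrate starts the reaction, read immediately and at 10 min.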
# TRHR ag = agonists of human TRH receptor. activation, % at 2 µM. 360,000 tested, 0.18% active. TRHR cells, calcium flux fluo-8, FDSS agonist mode. AID 493084; in the data active = activation above about 30%; also: 0% is about no effect
# Target sequence (P34981 whole entry, looked up): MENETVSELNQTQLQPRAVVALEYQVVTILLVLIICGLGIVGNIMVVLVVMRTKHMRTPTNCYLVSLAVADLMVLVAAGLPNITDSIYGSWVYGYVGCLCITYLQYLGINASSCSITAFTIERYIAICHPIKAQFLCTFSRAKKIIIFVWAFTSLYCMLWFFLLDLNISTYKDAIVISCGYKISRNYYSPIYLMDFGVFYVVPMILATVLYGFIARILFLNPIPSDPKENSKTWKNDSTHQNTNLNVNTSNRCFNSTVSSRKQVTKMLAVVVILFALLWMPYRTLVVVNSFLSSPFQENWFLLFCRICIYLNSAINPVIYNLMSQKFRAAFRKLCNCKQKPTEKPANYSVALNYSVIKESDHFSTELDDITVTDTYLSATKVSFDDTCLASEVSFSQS
#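 Agonist-mode FDSS calcium read (Ex 480/Em 530, 1 s cycles) in 1536-well TRHR cells with fluo-8 dye, after 10-cycle baseline and 23 nL compound addition; TRH at EC20 (10 nM final) added afterwards for the enhancer phase.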
# The depositor's hits bear a star; ? = inconclusive; nt = no result given; & = joins results of further samples; [ ] = another dose, or the depositor's remark. Unless noted, calls follow the shape of the dose curve; as a rule, active = well fitted curve in the direction sought with a large enough effect; inconclusive = small, poorly fitted or top-dose-only effect, or another doubt; inactive = no such curve, though single readings can be large; an effect the other way counts as inactive or inconclusive.
SMILES,12-LOX inh,BLM helicase inh,APE1 inh,Pol kappa inh,ERG Ets-DNA blk,POLI inh,Anesthetic bind,Pol beta inh,TRHR ag
COc1ccc(CNC(=O)CN2C(=O)C(C)N(c3ccc(C)cc3)C2=O)cc1 (stereo not drawn),182%[activator],-4%,-1%,-3%,5%,26%,-19%,3%,-0.2
O=C(CN(Cc1ccccc1)S(=O)(=O)c1ccc(F)cc1)NCc1ccncc1,-8%,1%,22%,-5%,5%,-7%,0%,63%,0.5
COc1ccc(OC)c(-c2c(=O)n(OCc3ccccc3Br)c3ccccc3[n+]2[O-])c1,1%,-9%,1%,-13%,-1%,4%,2%,13%,-1.0
CCOc1ccc(NC(=O)Cc2ccc(NC3=NC4CS(=O)(=O)CC4S3)cc2)cc1 (stereo not drawn),52%[activator],1%,20%,0%,5%,-3%,-6%,7%,1.5
COc1ccc(CCNC(=O)C2CC(=O)N(c3ccc(Br)cc3)C2)cc1OC (stereo not drawn),2%,-3%,4%,-7%,-21%,-25%,-4%,31%,-0.4
COc1nc(OC)nc(N2CCC(NC(=O)C(Cc3cccc(OC)c3OC)NC(C)=O)CC2)n1 (stereo not drawn),-1%,8%,3%,2%,-2%,-7%,-1%,0%,0.1
CCOC(=O)c1ccccc1NC(=O)N1CCOc2ccc(Cl)cc21,-2%,-2%,nt,-22%,4%,?,?,5%,-0.3
O=C1Cc2ccccc2Sc2ccccc21,-12%,-5%,?,-14%,-11%,-11%,?,7%,0.2
c1ccc(-c2noc(-c3ccccc3-c3ccccc3)n2)cc1,0%,-14%,14%,-7%,-2%,0%,-18%,8%,1.9
CCn1c(NC2CCCCC2)nc2ccccc21,-3%,0%,-3%,-1%,-1%,7%,1%,-20%,-0.3
CC(C)c1nc2oc3c(N4CCN(C)CC4)ncnc3c2c2c1CCC2,10%,-9%,?,4%,1%,-2%,-20%,13µM*,0.8
COc1ccccc1N1CCN(C(=O)c2ccc(-c3ccc(Cl)cc3)o2)CC1,177%[activator],nt,2%,-5%,-3%,-3%,nt,nt,1.0

# Arranged by formula weight (low to high): part of the list above.
SMILES,12-LOX inh,BLM helicase inh,APE1 inh,Pol kappa inh,ERG Ets-DNA blk,POLI inh,Anesthetic bind,Pol beta inh,TRHR ag
CC(C)c1nc2oc3c(N4CCN(C)CC4)ncnc3c2c2c1CCC2,10%,-9%,?,4%,1%,-2%,-20%,13µM*,0.8
CCOc1ccc(NC(=O)Cc2ccc(NC3=NC4CS(=O)(=O)CC4S3)cc2)cc1 (stereo not drawn),52%[activator],1%,20%,0%,5%,-3%,-6%,7%,1.5
COc1ccc(CCNC(=O)C2CC(=O)N(c3ccc(Br)cc3)C2)cc1OC (stereo not drawn),2%,-3%,4%,-7%,-21%,-25%,-4%,31%,-0.4
COc1nc(OC)nc(N2CCC(NC(=O)C(Cc3cccc(OC)c3OC)NC(C)=O)CC2)n1 (stereo not drawn),-1%,8%,3%,2%,-2%,-7%,-1%,0%,0.1

# Going on with the list:
SMILES,12-LOX inh,BLM helicase inh,APE1 inh,Pol kappa inh,ERG Ets-DNA blk,POLI inh,Anesthetic bind,Pol beta inh,TRHR ag
CN(c1ccccc1)S(=O)(=O)c1ccc(NC(=O)COc2ccccc2)cc1,37%[activator],-15%,13%,0%,10%,?,8%,?,1.5
COc1cccc(-n2nnc3c(=O)n(Cc4cccc(F)c4)cnc32)c1,-18%,-2%,-8%,-4%,nt,17%,8%,3%,0.0
Cn1cc(SCC(N)=O)c2ccccc21,-1%,-3%,2%,0%,9%,37%[activator],-1%,-17%,-0.1
COc1cc(C2CC(=O)Oc3cc(OC)c(OC)c(OC)c32)cc(OC)c1OC (stereo not drawn),-6%,nt,5%,-19%,-6%,-16%,nt,nt,nt
O=C(c1nn2cccnc2c1Cl)N1CCN(c2ccccc2)CC1,0%,3%,8%,-16%,-5%,12%,5%,44%,0.6
O=C1CN(C(=O)Cc2ccc(F)cc2)C(c2ccccc2)c2cc(Cl)ccc2N1 (stereo not drawn),-29%,-6%,nt,-1%,0%,24%,-16%,0%,1.1
CCCn1c(SCC(=O)NCCc2ccc(OC)c(OC)c2)nc2c1c(=O)n(C)c(=O)n2C,26%,0%,25%,11%,3%,32%[activator],-9%,-1%,-0.1
CCOc1ccc(N2CC(c3nc4ccccc4n3CCCCOc3ccc(OC)cc3)CC2=O)cc1 (stereo not drawn),-20%,-6%,nt,-3%,1%,7%,87%[activator],-1%,1.6
CN(CCC1CCCCO1)C(=O)CCc1nnc(Cc2c[nH]c3ccccc23)o1 (stereo not drawn),0%,-2%,5%,0%,3%,8%,-6%,39%,0.3
O=C(Cc1cccs1)Nc1nncs1,0%,-9%,-7%,-24%,0%,?,-12%,?,-0.2
Cc1ccnc(SCC(=O)c2ccc(Br)cc2)c1C#N,-5%,0%,5%,-24%,1%,2%,-22%,?,0.1
O=C(CSc1ccccc1)Nc1ccc(N2CCOCC2)c(F)c1,?,-5%,6%,17%,8%,21%,-6%,11%,0.4
CCN1C(c2ccc(F)cc2)=CS/C1=C(\C#N)c1nnc2n1-c1ccccc1SC2,?,-2%,2%,-15%,nt,0%,-10%,-7%,-0.6
CC1CCCCN1C(=O)Cn1c(=O)n(-c2ccc(F)cc2)c(=O)c2sccc21 (stereo not drawn),-53%,-2%,?,-13%,1%,0%,1%,-18%,0.3
CCOC(=O)c1ccc(NCc2nc3ccccc3n2C)cc1,-24%,-2%,-4%,-18%,0%,1%,-11%,4%,-0.2
COc1ccc(F)cc1S(=O)(=O)NCCCn1ccnc1,12%,0%,15%,2%,-2%,27%,-1%,30%,-0.1
O=C(COC(=O)c1cnccn1)c1ccc(C2CCCCC2)cc1,-1%,-5%,23%,6%,3%,33%[activator],-14%,37%,-0.8
CCCC(=O)NC(NC(=S)Nc1c(C)n(C)n(-c2ccccc2)c1=O)C(Cl)(Cl)Cl (stereo not drawn),0%,-1%,0%,-8%,-2%,5%,-4%,4%,-0.5
Cc1cccc(-n2c(O)c(/C=N/NC(=O)c3ccccc3Cl)c3ccccc3c2=O)n1,3%,-13%,12%,-24%,4%,16%,157%[activator],4%,5.3
COc1ccc(N(C)S(=O)(=O)c2cccc(C(=O)NCC(c3cccs3)N(C)C)c2)cc1 (stereo not drawn),-6%,nt,0%,-5%,-2%,-6%,nt,nt,0.3
Cc1ccc(N2C(=O)C3C(c4ccccc4)(C2=O)C3(c2ccccc2)c2ccccc2)cc1 (stereo not drawn),0%,-8%,-4%,-12%,3%,-2%,3%,27%,4.1
C=C(C)CN1CCN(S(=O)(=O)c2ccc(C)c(N(C)S(=O)(=O)c3ccc(C)cc3)c2C)CC1,1%,-9%,3%,-4%,-2%,-7%,-1%,-19%,-0.3
CC1Cc2ccccc2N1C(=O)COC(=O)c1c2c(nc3ccccc13)CCCCC2 (stereo not drawn),0%,-8%,-10%,-6%,-3%,?,-17%,18%,-0.5
COc1ccc(Cl)cc1NC(=O)NCc1cccnc1,0%,-8%,38%,-14%,8%,10%,-12%,7%,-0.7
Cn1c(N)c(C(=O)COC(=O)C2CC(O)CN2S(=O)(=O)c2ccc(Cl)cc2)c(=O)n(C)c1=O (stereo not drawn),7%,-1%,3%,-18%,4%,92%[activator],1%,0%,0.0
CCC1C(=O)C[C@H]2CCN3C(=O)CCCC1C23 (stereo partly drawn),-9%,-1%[120 µM],-32%,0%&-13%,-6%,-1%,4%[163 µM],nt,nt
O=C(NCc1nc2ccccc2[nH]1)c1ccco1,-2%,-9%,1%,-8%,-1%,10%,0%,2%,-0.2
CCOC(=O)C1CCCN(S(=O)(=O)c2ccc3c4c(cccc24)C(=O)N3CC)C1 (stereo not drawn),4%,nt,11%,2%,-16%,4%,nt,nt,0.1
CN(C(=O)/C=C/c1ccc([N+](=O)[O-])s1)c1ccccc1,-14%,-6%,9%,-10%,11%,?,?,11%,-0.4
O=[n+]1c2c(n([O-])c3c1CCCC3)CCCCC2,98%[activator],0%,-1%,-3%,-1%,-1%,-6%,0%,0.3
Cc1ccc(N2CC(C(=O)Nc3ccc(S(=O)(=O)N4CCCC4)cc3)CC2=O)cc1C (stereo not drawn),-8%,-6%,-7%,-19%,-3%,29%,6%,1%,0.1
Cc1nn(-c2ccccc2)c(C)c1/C=N\NS(=O)(=O)c1ccc(Cl)cc1,14%,-4%,0%,-11%,-4%,-1%,-18%,5%,-1.2
CCN(CC(=O)Nc1ccc(NC(C)=O)cc1)C(=O)/C=C/c1ccco1,-1%,nt,-18%,-18%,-3%,-14%,nt,nt,-0.2
CN(C)CCCN(C(=O)c1cccs1)c1nc(-c2ccccc2)cs1,0%,6%,-1%,-3%,6%,12%,-16%,8%,0.3
O=C(N[C@@H]1CCC(=O)N(CC[C@H](Oc2ccccc2)c2ccccc2)CC1)OCc1ccccc1,-23%,-12%,-9%,8%,-10%,-8%,67%[activator],-1%,-0.1
CCn1nc(C)c2c(-c3ccccc3)cc(=O)n(C(C)C(=O)NCc3ccccc3OC)c21 (stereo not drawn),?,-6%,nt,-13%,-12%,-11%,-7%,-10%,0.2
COc1cccc2cc(C(=O)Nc3ccccc3C(=O)N3CCOCC3)oc12,9%,-1%,9%,-11%,-13%,4%,-1%,4%,0.1
Cc1cccc(CCNS(=O)(=O)c2ccc3c(c2)oc(=O)n3C)c1,0%,-1%,-1%,-15%,-1%,13%,-12%,-14%,0.2
Cc1cc2c(ccc3c2no[n+]3[O-])nn1,18%,-2%,1%,-6%,6%,-3%,-10%,0%,1.0
O=C(Nc1ccccc1F)N1CCc2ccccc2C1,1%,-1%,21%,7%,4%,17%,?,-17%,-0.2

# High-throughput results: PubChem, National Center for Advancing Translational Sciences (NCATS)

# Only part of the results is shown. The share of hits here may be higher or lower than overall.
